ELG1 genotox: qHTS screen for small molecules that induce genotoxicity in human embryonic kidney (HEK293T) cells expressing luciferase-tagged ELG1. 330,000 compounds, 1.3% hits. Potency, µM (doses to about 46 µM), for inactives: at the highest dose activity change, positive = activation, most hits filed as activators. HEK293T ELG1-luciferase reporter, luminescence, 16 h; note: % of control where 0% means no effect; nearly all actives have a fitted effect of over 60% in size
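16 hr compound incubation (37 °C, 5% CO2) of HEK293T cells carrying luciferase-tagged ELG1; luciferase then measured by ONE-Glo luminescence after 30 min at RT.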
uPA surface inh: qHTS for Inhibitors of Cell Surface uPA Generation; cell surface uPA generation assay, qHTS; Potency, µM (highest dose often 38.3 µM), for the others: at the highest dose activity change, negative = inhibition, most hits filed as inhibitors; 330,000 compounds, 0.31% hits; AID 540303, 2011; active = well fitted inhibition curve with a large enough effect; inconclusive = small, poorly fitted or top-dose-only effect; inactive = no such curve, though single readings can be large or run the other way; tested in mouse RAW 264.7 cells; note: % is set by controls: 0 for no effect and ±100 for the full control effect; nearly all actives have a fitted effect of over 55% in size
NPC1 promoter act: qHTS Assay for NPC1 Promoter Activators | Huh7 NPC1 promoter luciferase reporter, 24 h | Potency, µM (doses to about 9.22 µM), for the others: at the highest dose activation, hits mostly activators | 320,000 compounds, 2.4% hits | AID 485313, 2010;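 note: % of control where 0% means no effect; nearly all actives have a fitted effect of over 60% in size; reporter is driven by a mutant NPC1 promoter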
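Compounds in DMSO were transferred onto Huh7 NPC1-luciferase reporter cells pre-incubated 2 h; after 24 h at 37 °C, Amplite reagent was dispensed and luminescence recorded 10 min later.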
BRCA1 expr up: qHTS Assay to Identify Small Molecule Activators of BRCA1 Expression; AID 624202, 2012; Potency, µM (doses to about 46.1 µM), without a hit: at the top dose activation, usual class: activators; 380,000 compounds, 1.1% hits; MCF7-BRCA1-FFLuc reporter, luminescence, 48 h; response scale: scaled: vehicle 0%, 10 µM genistein 100%; note: nearly all actives have a fitted effect of over 80% in size; some results filed as inactive show a strong effect at the top dose
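Cells: MCF7-BRCA1-FFLuc, 2000/well. Exposure: 48 h, 37 °C, 5% CO2. Read: luminescence, 15 min post-substrate. Controls: genistein 10 microM (maximal activation), DMSO (neutral).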
Rab9 promoter act: qHTS Assay for Rab9 Promoter Activators; Huh7 Rab9 promoter-luciferase reporter, luminescence, 24 h; Potency, µM (top dose mostly 9.22 µM), without a hit: at the highest dose activation, negative = inhibition, hits mostly activators; 320,000 compounds, 2.8% hits; note: % of control where 0% means no effect; nearly all actives have a fitted effect of over 60% in size
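Using Huh7 cells stably transfected with Rab9 promoter–luciferase, compounds were incubated 24 h at 37 °C, 5% CO2; luciferase luminescence was read 10 min after reagent addition.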
VP16 counter: VP16 counterscreen qHTS for inhibitors of ROR gamma transcriptional activity; Drosophila S2 Gal4-VP16 UAS-luciferase, luminescence, 20 h; Potency, µM (highest dose often 53.6 µM), without a hit: at the top dose activity, negative = inhibition, hits mostly inhibitors; 310,000 compounds, 3.5% hits;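 note: Gal4-VP16 expression switched on by copper sulfate through the metallothionein promoter; % is set by controls: 0 for no effect and ±100 for the full control effect; nearly all actives have a fitted effect of over 50% in size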
RORgamma inh: qHTS for inhibitors of ROR gamma transcriptional activity | Nuclear receptor ROR-gamma (Mus musculus), P51450 | Drosophila S2 Gal4-RORgamma UAS-luciferase reporter, 20 h | Potency, µM (top dose mostly 53.6 µM), for inactives: at the highest dose activity change, negative = inhibition, usual class: inhibitors | 310,000 compounds, 5.4% hits | AID 2551, 2010; note: % is set by controls: 0 for no effect and ±100 for the full control effect; nearly all actives have a fitted effect of over 60% in size
Target sequence (P51450 whole entry, looked up, the tested form may be a part): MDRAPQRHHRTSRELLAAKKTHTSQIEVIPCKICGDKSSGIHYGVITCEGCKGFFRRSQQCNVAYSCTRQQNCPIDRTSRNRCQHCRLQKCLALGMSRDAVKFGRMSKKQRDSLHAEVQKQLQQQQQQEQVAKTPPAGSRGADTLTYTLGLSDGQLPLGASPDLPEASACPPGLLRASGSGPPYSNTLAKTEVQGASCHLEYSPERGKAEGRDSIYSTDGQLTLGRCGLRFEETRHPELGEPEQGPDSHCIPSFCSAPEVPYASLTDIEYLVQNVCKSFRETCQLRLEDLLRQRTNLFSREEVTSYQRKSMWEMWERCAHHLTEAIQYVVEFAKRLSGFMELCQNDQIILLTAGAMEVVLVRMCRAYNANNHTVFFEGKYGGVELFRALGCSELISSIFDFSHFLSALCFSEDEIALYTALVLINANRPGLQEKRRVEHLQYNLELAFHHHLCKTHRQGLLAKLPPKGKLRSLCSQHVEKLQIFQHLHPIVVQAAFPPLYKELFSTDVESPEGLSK
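ROR gamma transcriptional activity was tracked as Gal4-UAS luciferase output in stably transfected Drosophila Schneider cells, with compound added 1 hr before 700 uM copper sulfate induction and a 20 hr ambient-temperature incubation.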
FLuc modulator: qHTS profiling assay for firefly luciferase inhibitor/activator using purifed enzyme and Km concentrations of substrates (counterscreen for miR-21 project); Luciferin 4-monooxygenase (Photinus pyralis), P08659; AID 588342, 2011; Potency, µM (highest dose often 57.5 µM), for the others: at the top dose activity change, negative = inhibition, usual class: inhibitors; purified FLuc, Km substrates, luminescence inhibition; 360,000 compounds, 6.9% hits;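 note: plate controls were vehicle for no effect and reference inhibitor for full effect; nearly all actives have a fitted effect of over 55% in size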
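Biochemical qHTS of compounds, final roughly 60 µM downward over six points, against 10 nM purified firefly luciferase using Km concentrations of substrates (10 uM D-luciferin, 10 uM ATP) in Tris acetate pH 7.5 buffer; luminescence output.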
MBNL1-CUG inh: qHTS Assay for Inhibitors of MBNL1-poly(CUG) RNA binding; Potency, µM (top dose mostly 57.5 µM), inactives show top-dose activity change, negative = inhibition, usual class: inhibitors; Muscleblind-like protein 1 (Homo sapiens), Q9NR56; 280,000 compounds, 0.036% hits; TR-FRET MBNL1-His/biotin-(CUG)12 binding, 665/545 ratio; active = well fitted inhibition curve with a large enough effect in the signal ratio, with a control signal flat, not every such curve was filed as active; inconclusive = small, poorly fitted or top-dose-only effect, or effect the other way, or a change in a side signal; inactive = no such curve, though single readings can be large or run the other way; the % refers to the signal ratio; note: % is set by controls: 0 for no effect and ±100 for the full control effect
Target sequence (Q9NR56 whole entry, looked up): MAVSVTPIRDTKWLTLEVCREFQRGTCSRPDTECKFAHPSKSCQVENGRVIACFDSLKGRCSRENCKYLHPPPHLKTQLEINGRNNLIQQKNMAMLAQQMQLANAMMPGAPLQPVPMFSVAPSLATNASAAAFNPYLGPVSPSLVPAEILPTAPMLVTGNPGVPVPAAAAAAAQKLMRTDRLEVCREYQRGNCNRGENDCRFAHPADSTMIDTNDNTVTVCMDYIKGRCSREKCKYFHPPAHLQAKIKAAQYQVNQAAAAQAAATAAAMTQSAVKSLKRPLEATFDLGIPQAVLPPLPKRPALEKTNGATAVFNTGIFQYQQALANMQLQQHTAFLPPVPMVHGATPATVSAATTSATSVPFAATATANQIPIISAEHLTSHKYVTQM
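Compound titration spanned 92 nM–58 uM against the MBNL1-His/biotin-(CUG)12 complex. After 60 min at room temperature with 5 nM streptavidin-XL665 and 0.055 ng/ul terbium anti-His, ratiometric 665/545 nm emission (Ex 340 nm) normalized to controls.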
p53 reactivation: qHTS assay for re-activators of p53 using a Luc reporter | Potency, µM (top dose mostly 92.2 µM), for inactives: at the highest dose activity change, positive = activation, actives largely listed as activators | AID 504706, 2011 | 320,000 compounds, 0.063% hits | H1299 p53-A138V BP100-luciferase reporter, luminescence, 24 h; note: % of control where 0% means no effect; nearly all actives have a fitted effect of over 45% in size
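H1299 (p53-null), stable ts p53-A138V + BP100-Luc; 1000 cells/well, Opti-MEM/10% FBS; cpd 4 pt, 1:5; 24 h, 37 deg C, 5% CO2; detection reagent 10 min RT; luminescence.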
The depositor's hits bear a star; ? = inconclusive; . = no result given; [ ] = another dose, or the depositor's remark. Unless noted, calls come from the whole dose curve; as a rule, active = well fitted curve in the direction sought with a large enough effect; inconclusive = small, poorly fitted or top-dose-only effect, or another doubt; inactive = no such curve, though single readings can be large; an effect the other way counts as inactive or inconclusive. Potency is the fitted concentration of half-maximal effect.

smiles | ELG1 genotox | uPA surface inh | NPC1 promoter act | BRCA1 expr up | Rab9 promoter act | VP16 counter | RORgamma inh | FLuc modulator | MBNL1-CUG inh | p53 reactivation
CCOc1ncccc1C(=O)NNC(=O)c1cccc(S(=O)(=O)N2CCOCC2)c1 | -1.2% | -5.1% | . | -6.1% | . | . | . | . | . | 1.9%
C/C(CC(=O)Nc1ccc(OCc2ccccc2)cc1)=N\NC(=O)C(=O)Nc1cccc(C)c1 | 9.0% | 7.7% | 15.5% | 37.0% | 17.6% | ? | -18.0% | -1.4% | . | 2.5%
COc1ccc(/C=N/NC(=O)C(C)n2nnc3ccccc32)cc1OC (stereo not drawn) | 5.8% | -5.6% | 7.3% | -19.5% | 5.9% | 11.5% | -3.8% | 0.2% | ? | -2.1%
CC1CCCC(C)N1C(=O)CN1C(=O)C(C)(C)Oc2ccc(C(=O)NC3CCCC3)cc21 (stereo not drawn) | . | -2.6% | . | -8.6% | . | 1.6% | 28.7% | 0.8% | 10.4% | .
O=C(Cc1c(O)c2ccccc2[nH]c1=O)OC1CCCCC1 | 3.0% | -8.0% | 0.2% | 3.6% | 7.8% | -2.0% | 24.7% | -3.9% | -1.2% | 4.6%
Cc1ccc(C(=O)C[n+]2ccc(-c3nnc4n3CCC4)cc2)cc1 | -2.2% | 9.9% | -3.0% | -7.4% | 0.8% | -5.3% | -10.7% | 3.7% | ? | -0.2%
COC(=O)c1ccc(N2CCOCC2)c(NC(=O)c2cccs2)c1 | -5.0% | -3.3% | 1.5% | -1.8% | 1.8% | -18.2% | -18.6% | 1.2% | -9.7% | -11.3%
COc1ccc(C(=O)N=c2c(C#N)cc3c(=O)n4cccc(C)c4nc3n2Cc2ccco2)cc1 | 0.4% | . | -6.1% | . | -3.1% | -3.5% | 3.5% | -0.5% | 19.6% | 4.6%
CCOc1cccc(C(=O)Nc2ccccc2C(=O)N2CCN(C)CC2)c1 | 3.2% | 4.8% | -0.6% | 1.4% | -0.3% | 1.1% | -19.9% | 0.2% | 2.3% | 9.7%
Cc1cccc(C)c1NC(=O)CSc1nc(COc2ccccc2)nc2ccccc12 | -1.8% | 7.5% | -0.2% | -17.9% | 2.0% | -0.1% | -9.3% | -3.1% | 3.6% | 0.1%
CCOC(=O)C1=C(O)/C(=C/c2ccc(CNC(=O)C(=O)Nc3ccc(C)cc3)o2)N=C1C | ? | 1.0% | 8.0% | 0.9% | 10.5% | -1.2% | 13.2% | 7.57µM* | 11.2% | -4.6%
O=C(CSc1nnc(CNC(=O)c2ccccc2F)o1)Nc1ccc2c(c1)OCO2 | 6.0% | 0.8% | -8.2% | 10.3% | -1.8% | 15.2% | -16.3% | -10.7% | 0.1% | 0.6%
O=C(OCc1nc2ccsc2c(=O)[nH]1)c1cccc(S(=O)(=O)N2CCOCC2)c1 | 6.4% | -0.1% | 1.6% | -8.7% | -5.3% | . | . | 14.4% | . | -0.6%
CCC(c1nnnn1Cc1ccco1)N1CCN(C(=O)c2ccco2)CC1 (stereo not drawn) | 4.4% | -2.1% | -0.9% | 0.0% | 2.4% | -3.2% | -11.3% | 4.7% | 1.4% | 1.8%
Cc1ccc(C(=O)OCc2c(C)noc2C)cc1NC(=O)c1ccco1 | 4.0% | -4.2% | 0.7% | -61.8% | -0.8% | 9.6% | 4.5% | -4.7% | -12.0% | -0.1%
O=S(=O)(NCc1ccc2c(c1)OCO2)c1cccc2cccnc12 | -8.0% | -3.8% | 5.0% | -11.6% | 6.4% | 0.6% | 15.6% | -0.2% | -8.2% | -0.3%
CCCSc1nnc2n(C)c(=O)c3c4c(sc3n12)CCC4 | -0.6% | -8.6% | -2.1% | -1.3% | -0.8% | 4.3% | ? | -1.9% | -10.2% | 3.3%
CCN(CC)S(=O)(=O)c1ccc2[nH]c(=O)cc(C(=O)NCC3CCCO3)c2c1 (stereo not drawn) | -3.7% | 2.8% | -1.9% | 1.0% | 1.9% | . | . | 4.6% | . | 4.5%
CC(=O)OCCOc1nc(N(C)C)nc(N(C)C)n1 | 2.0% | . | -3.1% | -14.1% | 0.5% | 1.0% | 8.3% | 0.7% | -2.9% | -1.4%
CCC(C)(C)C1CCc2[nH]nc(C(=O)NCc3ccc(OC)cc3)c2C1 (stereo not drawn) | -2.4% | 8.4% | -4.3% | -25.5% | -5.6% | . | . | 2.3% | . | 3.7%
O=C(c1ccccc1F)N(Cc1nc2ccccc2c(=O)[nH]1)C1CCCC1 | -5.9% | -7.6% | -5.5% | -24.2% | 9.1% | 7.94µM* | 2.82µM* | -1.6% | -3.9% | 0.3%
c1sc2[n+](c1C13CC4CC(CC(C4)C1)C3)CCS2 | -4.0% | -5.4% | -12.7% | -45.1% | -5.9% | -24.7% | ? | 3.0% | 7.9%[11.5 µM] | -2.8%
COc1ccccc1-c1nn(-c2ccccc2)cc1C(=O)NCC(c1ccco1)N1CCCC1 (stereo not drawn) | -0.5% | 5.5% | -0.6% | -5.3% | -6.5% | . | . | 2.0% | . | -9.9%
Cn1c(=O)cc(N)n(-c2ccccc2)c1=O | 2.7% | 3.6% | 2.2% | 10.9% | -0.3% | 2.9% | -14.0% | 0.0% | -0.6% | -6.6%
Cc1[nH]cnc1C(=O)N/N=C/c1c(Cl)cccc1Cl | 24.0% | -9.3% | ? | 84.6% | ? | -5.8% | -20.4% | 15.1µM* | -3.7% | 18.4%
CCC(C(=O)Nc1ccc(OC)c(Cl)c1)c1ccccc1 (stereo not drawn) | -3.8% | 9.6% | 1.2% | -19.5% | 0.2% | -7.8% | 13.0% | -2.3% | ? | 7.2%
COc1ccc(C(C)(C)C)cc1NC(=O)COC(=O)c1cnc(C)cn1 | -0.2% | -10.4% | 4.6% | 11.6% | -0.8% | -5.7% | -7.9% | -16.7% | 4.4% | -1.7%
N=C1/C(=C/c2cccn2-c2cccc([N+](=O)[O-])c2)C(=O)N=C2SC=CN12 | 9.7% | . | -4.3% | . | -2.0% | ? | 5.01µM* | 4.4% | -6.0% | 5.6%
COc1ccc(NC(=S)N2CCCN(Cc3cccc(Cl)c3)C2)cc1 | 8.6% | -1.9% | -0.2% | -21.0% | -8.6% | 2.7%[10 µM] | 12.6µM* | -1.8% | -17.3% | 6.7%
Cc1noc(C)c1S(=O)(=O)NCc1cccc(Cl)c1 | -3.9% | -8.4% | 5.9% | 5.8% | 0.3% | . | . | -2.4% | . | -9.6%
N=C(N)SCC1=CCS(=O)(=O)C1 | -3.3% | ? | 4.8% | -1.6% | 11.6% | 0.0% | 29.5% | -0.4% | -2.9% | 12.5%
COc1ccc(NC(=O)C(=O)c2cn(CC(=O)N3CCCC3)c3ccccc23)c(OC)c1 | ? | -4.6% | ? | -1.8% | ? | 3.1% | 12.3% | 4.78µM* | 1.6% | 13.6%
Cc1cc(C(F)F)n2nc(C(=O)O)nc2n1 | 2.8% | 3.2% | -0.9% | 43.3% | 7.7% | 0.7% | -30.3% | -1.0% | -10.2% | 2.4%
COc1ccc(-c2nnnn2C(C)C)cc1S(=O)(=O)Nc1ccccc1 | 5.8% | -3.2% | 1.6% | 3.1% | -24.0% | -5.6% | 7.1% | -0.8% | -1.6% | -1.1%
CCOC(=O)CNC(=O)N(CCOC)CC1CCCN(C2Cc3ccccc3C2)C1 (stereo not drawn) | 0.5% | ? | -1.0% | -6.7% | 8.6% | 10.5% | -3.2% | -0.2% | 1.4% | .
CC(C)Cc1cc(C(=O)N2CCCC(C(=O)c3cc(F)ccc3F)C2)no1 (stereo not drawn) | -0.5% | -2.4% | -0.5% | -6.1% | 0.1% | 5.3% | 6.6% | 0.7% | -7.0% | 7.1%
O=C(N/N=C/c1ccccc1F)c1csc2c1CCCC2 | ? | 3.8% | 1.12µM* | ? | 1.26µM* | -22.6% | ? | 2.69µM* | 6.3% | ?
Cc1ccc(-c2cnc3n2CCCCC3)cc1 | -4.0% | 3.5% | -0.2% | 8.7% | -2.3% | -14.8% | 3.55µM* | -9.8% | -4.5% | 3.8%
Cc1ccc(S(=O)(=O)N2CCN(Cc3cccc(C)c3O)CC2)cc1 | 1.5% | 1.2% | 0.1% | -18.2% | -1.1% | -6.7% | 31.9% | 4.4% | -1.6% | -2.8%
Cc1ccc(C(c2nnnn2C(C)(C)C)N(Cc2ccco2)Cc2cccs2)cc1 (stereo not drawn) | 0.7% | -15.1% | -5.2% | -50.6% | -2.2% | 7.08µM* | 10µM* | 9.3% | -0.2% | -4.4%
COc1ccc(NC(=O)CN2CCCC2c2cccs2)cc1S(=O)(=O)N1CCCCC1 (stereo not drawn) | -6.5% | -41.6% | -3.8% | -37.2% | -8.7% | . | . | -2.2% | . | -7.7%
O=C(CCC(=O)Nc1ccccc1Cl)N/N=C1\CCCc2ccccc21 | -3.6% | 2.0% | -3.3% | -8.9% | 0.9% | -4.4% | 32.7% | -1.0% | 2.2% | -12.2%

Source: PubChem (National Center for Advancing Translational Sciences (NCATS))
